Salmonella PhoP GFP = inhibitors of PhoP regulon expression, primary screen, Salmonella Typhimurium, GFP reporter (AID 1863); inhibition, % at 50 µM, or IC50 in µM where a hit was titrated; 300,000 tested, 0.16% active; S. Typhimurium PhoP-regulated promoter GFP reporter, 4 h; higher % means a stronger effect;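 active = inhibition over 29.93%, a cutoff 3 SD above the screen mean, later confirmed by dose response; inconclusive = inhibition over 29.93% but no dose response follow-up; inactive = inhibition at most 29.93% or unconfirmed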;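 also: 0% = low Mg2+ inducing control and 100% = high Mg2+ repressing control; strong numbers were not always called active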
TNAP activation fold = human TNAP enzyme activators, primary screen, biochemical, luminescent, no phosphate acceptor, uHTS (AID 1001); purified TNAP, luminescent activation assay, no phosphate acceptor; higher activation fold means a stronger effect; 200,000 tested, 0.03% active; activation fold at 20 µM; hits with a dose series show EC50 in µM; in the data active = activation fold from about 3, or a potency from the dose series; inactive = the rest, 99 in 100 with activation fold below about 1.6; also: many of its hits are not listed in these tables
SIAH1 antagonists = Siah-1 peptide-binding antagonists, primary screen, biochemical, fluorescence polarization, rhodamine-plectin, uHTS (AID 1817). displacement, % at 20 µM, or IC50 in µM where a hit was titrated. 290,000 tested, 0.02% active. E3 ubiquitin-protein ligase SIAH1 (Homo sapiens). Siah-1 / rhodamine-plectin peptide fluorescence polarization; higher % means a stronger effect;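 active = displacement of at least 50% at 20 µM, with a fluorescence ratio check between 0.3 and a set limit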;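 also: plate controls were Siah plus tracer with DMSO for no effect and tracer alone without Siah for full effect; strong numbers were not always called active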
XIAP antagonists = XIAP antagonists, biochemical, IAP family, fluorescence polarization (AID 1018). E3 ubiquitin-protein ligase XIAP (Homo sapiens). XIAP BIR domain, fluorescence polarization peptide displacement; higher % means a stronger effect. displacement, % at 20 µM; hits with a dose series show IC50 in µM. 200,000 tested, 0.007% active; in the data active = displacement above about 50%; also: a part of the inactive calls stands beside numbers as strong as those of hits
Myeloid diff 2 = induction of myeloid progenitor differentiation, primary screen, cell-based, flow cytometry, MLPCN library. ER-HoxA9 myeloid progenitors, lysozyme-GFP differentiation. calls only at 10 µM. 360,000 tested, 1% active. AID 624256, 2012;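 active = normalized GFP-positive differentiation at or above the plate's own cutoff, the solvent-only control mean plus 3 SD; inconclusive = no clear call, values can overlap the other calls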;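 also: cells exposed to compound for four days before flow analysis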
human PMI inhibition = inhibitors of human PMI, primary screen, biochemical, fluorescence intensity, coupled assay (AID 1209) | purified PMI enzyme, coupled fluorescence intensity; higher % means a stronger effect | inhibition, % at 20 µM, or IC50 in µM where a hit was titrated | 190,000 tested, 0.42% active;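 also: plate controls were DMSO vehicle for no effect and wells lacking substrate for full effect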
WT yeast gro inh = growth inhibition of WT strain, primary screen, mitochondrial fusion inhibitor project, WT and mutant strains, chemical genetic | AID 1362, 2008 | 190,000 tested, 2.1% active | inhibition, % at 10 µM | mitochondrial fusion phenotypic screen; in the data active = inhibition above about 58%; tested in S. cerevisiae
PMI inhibition = human PMI inhibitors, high substrate, primary screen, biochemical, fluorescence intensity, high mannose 6-phosphate (AID 1220) | Mannose-6-phosphate isomerase (Homo sapiens) | recombinant PMI enzyme, coupled fluorescence intensity; higher % means a stronger effect | inhibition, % at 20 µM, or IC50 in µM where a hit was titrated | 190,000 tested, 0.66% active
RSV antiviral HEp-2 = RSV antiviral activity via CPE protection, HEp-2 cells, primary 10 µM value included (AID 2391); 310,000 tested, 0.13% active; HEp-2 cells, RSV-induced CPE inhibition; higher % means a stronger effect; one-dose CPE inhibition, % at 10 µM; IC50 in µM for titrated hits; in the data active = a potency from the dose series; inconclusive = CPE inhibition mostly from about 23% at the one dose, without a potency; inactive = the rest, 99 in 100 with CPE inhibition below about 21%; also: strong numbers were not always called active
WT yeast gro inh mutant strain = further read-out of WT yeast gro inh, marked with its call; inhibition, %; mitochondrial fusion phenotypic screen, mutant strain inhibition
Myeloid diff 2 GFP+ MAC1+ % = recorded beside Myeloid diff 2, whose call it bears; GFP+ MAC1+ double positive, %; measured here: differentiation confirmed by MAC1 staining
Active calls of the source: *; i = inactive; ? = inconclusive; . = no result given. Rule as the data show it, unless noted: active = inhibition above about 50%; inactive = the rest.

SMILES | Salmonella PhoP GFP | TNAP activation fold | SIAH1 antagonists | XIAP antagonists | Myeloid diff 2 | Myeloid diff 2 GFP+ MAC1+ % | human PMI inhibition | WT yeast gro inh | WT yeast gro inh mutant strain | PMI inhibition | RSV antiviral HEp-2
Cc1ccccc1C(=O)c1cccn1CC(=O)NCc1ccccc1Cl | -3% | . | 3% | . | i | 0.0 | . | . | . | . | 1.4%
CC[C@@H](C)[C@@H](C(=O)N1CCN(C(=O)OC(C)(C)C)CC1)n1cc(CCC(=O)O)nn1 | -7% | . | 8% | . | i | 0.7 | . | . | . | . | 0.9%
S=C(NN=C(C1CC1)C1CC1)Nc1ccccc1 | -11% | 1 | 13% | -3.7% | i | 1.5 | 29% | -2 | 1 | 13% | -0.6%
COCC(=O)N(Cc1cc2cc(OC)ccc2[nH]c1=O)c1ccccc1 | 16% | 1.1 | -6% | -0.2% | i | 1.0 | 8% | 1 | 0 | 4% | 0.9%
Cc1ccc(Cl)cc1N1CCN(C(=O)c2ccc(NS(=O)(=O)c3c(C)noc3C)cc2)CC1 | -4% | 1.1 | -3% | -14% | i | 0.8 | 19% | -20 | -25 | 17% | 7.2%
O=C(O)c1c2c(nc3ccccc13)/C(=C/c1c(F)cccc1F)CCC2 | -5% | . | 2% | . | i | 0.9 | . | . | . | . | 2.6%
CN(c1ccccc1C(=O)N1CCN(c2ccccc2F)CC1)S(=O)(=O)c1ccccc1 | -2% | . | 1% | . | i | 1.1 | . | . | . | . | 2.2%
COc1ccccc1N1CCN(C(=O)C(Cc2ccccc2)NC(=O)C2CCCCC2)CC1 (stereo not given) | -2% | 1.1 | 2% | -1.2% | i | 0.5 | 8% | 15 | 17 | -2% | -0.3%
CCCCC(=O)Nc1ccc(NC(=O)C2CC2)nc1 | -4% | 1 | -2% | -3.7% | i | 2.4 | -19% | -7 | -1 | -17% | 0.0%
O=C(Nc1ccccc1Oc1ccsc1C(=O)O)c1ccccc1F | 1% | . | -6% | . | i | 2.3 | . | . | . | . | 0.5%
COC(=O)/C(C#N)=C/c1c(Oc2cc(C)cc(C)c2)nc2c(C)cccn2c1=O | -8% | 0.9 | 0% | -11% | i | 1.0 | -22% | 3 | 9 | -26% | 16%
COc1cccc(CNCC(O)(c2ccc(Cl)cc2)c2ccc(Cl)cc2)c1 | 1% | 1.1 | 4% | -18% | i | 0.6 | 7% | -5 | 3 | 0% | ?
N=c1n(CCOc2ccccc2)c2ccccc2n1CCN1CCOCC1 | 13% | 1.1 | 8% | -2.8% | i | 1.0 | -2% | 10 | 5 | 0% | 1.4%
O=C(O)CCC(=O)N1CCC(n2nnc3cc(C(F)(F)F)ccc32)CC1 | -13% | . | 14% | . | i | 0.2 | . | . | . | . | 1.8%
O=C(NNc1ccccc1)C(=O)NNS(=O)(=O)c1ccc([N+](=O)[O-])cc1 | -2% | 1.3 | 0% | -6.2% | i | 0.8 | -53% | 44 | 39 | -60% | -2.1%
O=c1c2c(nc3c(-c4cccc(Br)c4)c[nH]n13)CCCC2 | 2% | 1.5 | 10% | -1.2% | i | 0.9 | 1% | 7 | 8 | 7% | 0.8%
CCCCCn1c(=O)c(-c2nc3ccccc3c(=O)[nH]2)c(O)c2ccccc21 | -6% | 1.1 | 7% | -2.2% | . | . | 12% | 10 | 1 | 11% | .
CCCCN(CCCNC(=O)c1ccc(CS(=O)(=O)c2ccc(OC)cc2)o1)Cc1ccccc1 | -4% | . | 2% | . | i | 0.0 | . | . | . | . | -1.0%
COCCCNC(=O)CNC(=S)N(Cc1ccc(F)cc1)C1CCCCC1 | -8% | 1.1 | -3% | -5.4% | i | 7.1 | 1% | -2 | -30 | 6% | -2.2%
CC(C)(C)C1CCc2onc(C(=O)Nc3ccc4c(c3)OCO4)c2C1 (stereo not given) | 1% | . | -2% | . | i | 6.6 | . | . | . | . | 2.7%
O=C(O)c1cnn2c(-c3ccccc3)ccnc12 | -7% | . | 5% | . | i | 0.1 | . | . | . | . | 2.3%
CC1(c2nnc(-c3ccc(F)cc3)o2)CC(c2ccc(F)cc2)=NO1 (stereo not given) | -2% | . | -5% | . | i | 1.0 | . | . | . | . | 2.6%
COc1ccc(C(=O)/C=C/Nc2ccccn2)c(OC)c1 | -3% | . | 1% | . | i | 0.1 | . | . | . | . | 1.2%
Cn1nc(-c2ccccc2)c(C(O)c2ccccc2C(F)(F)F)c1Cl (stereo not given) | 2% | 0.8 | -3% | -6.3% | i | 1.0 | -8% | -10 | -6 | -5% | 1.0%
COCCCNCCOCCOc1c(OC)cccc1OC | -19% | 1.1 | 0% | -6.1% | i | 0.8 | -1% | -7 | 31 | -2% | 1.1%

The results go on:
SMILES | Salmonella PhoP GFP | TNAP activation fold | SIAH1 antagonists | XIAP antagonists | Myeloid diff 2 | Myeloid diff 2 GFP+ MAC1+ % | human PMI inhibition | WT yeast gro inh | WT yeast gro inh mutant strain | PMI inhibition | RSV antiviral HEp-2
COc1cc2c(cc1OC)/C(=C/C(=O)c1ccccc1)NCC2 | 5% | . | 2% | . | i | 0.9 | . | . | . | . | 1.2%
COc1cccc(CN2CCC(N(CCc3ccccc3)Cc3ccccc3)CC2)c1OC | 0% | 1.1 | -4% | 1.5% | i | 1.3 | 5% | 39 | 19 | 2% | 11%
CCn1c2ccccc2c2cc(CN3CCN(S(=O)(=O)Cc4ccccc4)CC3)ccc21 | 14% | 1.2 | 5% | 4.1% | i | 0.5 | -8% | -13 | -25 | -14% | 2.5%
COc1cccc(NC(=O)c2c([N+](=O)[O-])cnn2C)c1 | -1% | . | 0% | . | i | 0.4 | . | . | . | . | 1.6%
Cn1c(CN2CCCC2)nc2cc(NC(=O)COc3ccccc3)ccc21 | 7% | 1.1 | -2% | -3.9% | i | 0.6 | 8% | -2 | -10 | 12% | 0.1%
O=C(Cc1ccccc1)Nc1ccc(NC(=O)c2cccnc2)cc1 | -8% | . | -1% | . | i | 0.6 | . | . | . | . | 0.9%
CC1(C)CC(CC(=O)NC(=S)Nc2ccc([N+](=O)[O-])cc2)C(=O)O1 (stereo not given) | 3% | 1 | -3% | -7.5% | i | 1.0 | 6% | 2 | -7 | 3% | 1.6%
Cc1ccc(CC(CC(=O)O)C(=O)NCC23CC4CC(CC(C4)C2)C3)cc1 (stereo not given) | -1% | 1 | -1% | -5.9% | i | 0.7 | -26% | -2 | 11 | -9% | 4.2%
O=C(O)c1ccc(S(=O)(=O)Cc2ccccc2)cc1 | -12% | 1.1 | 5% | -6.3% | i | 0.9 | 14% | 15 | 10 | 9% | 0.8%
CCOC(=O)CN1C(=O)C(CC)Oc2ccccc21 (stereo not given) | -15% | 1.1 | -4% | -7.7% | i | 0.3 | -5% | -42 | 0 | 0% | 1.0%
COc1ccc(NC(=O)C#Cc2ccccc2)cc1 | -5% | . | 4% | . | i | 0.2 | . | . | . | . | 6.2%
COc1ccc(N2CCN(C(=O)c3ccc(NS(=O)(=O)c4ccccc4)cc3)CC2)cc1 | -7% | 1 | -4% | -4.5% | i | 0.3 | 2% | -14 | 4 | 4% | 3.6%
COc1ccc(N(CC(=O)Nc2cc(C)cc(C)c2)S(=O)(=O)c2ccccc2[N+](=O)[O-])c(OC)c1 | . | 1.1 | 2% | -10% | i | 0.3 | 10% | 1 | -3 | 13% | 1.3%
COc1ccccc1-c1cc(C(F)(F)F)nc(NCc2ccco2)n1 | -5% | 0.9 | 5% | -4.2% | i | 0.8 | 4% | 60* | 55* | 3% | 9.9%
COc1ccc(S(=O)(=O)N2CCN(Cc3ccc4c(c3)OCO4)CC2)c2ccccc12 | -7% | 1 | 2% | -4.0% | i | 9.8 | 15% | 23 | 17 | 18% | 1.4%
CSC1=C(C#N)C(C)CC(=O)N1 (stereo not given) | -11% | 1.1 | 1% | -4.3% | ? | . | 7% | 1 | -16 | 20% | 1.9%
O=C(c1ccc(F)cc1)N1CCN(c2ccc([N+](=O)[O-])c(N3CCOCC3)c2)CC1 | -8% | 0.9 | 4% | -4.8% | i | 0.7 | 0% | -1 | 8 | 5% | 2.9%
O=[N+]([O-])c1ccc(-n2nnnc2CN2CCOCC2)cc1 | 2% | 1.1 | 8% | 24% | i | 0.5 | -3% | -12 | -1 | -3% | 0.7%
Cc1c(C(=O)NCc2ccc3c(c2)OCO3)sc2nc(-c3ccccc3)cn12 | 1% | 1.2 | -7% | 0.9% | i | 3.8 | 10% | 11 | -4 | 1% | 2.4%
Cc1occc1-c1nnc(SCC(=O)NC2CC2)n1C(C)C | 16% | . | -1% | . | ? | . | . | . | . | . | 1.1%
C/C(N)=C(/C#N)C(=O)CN1CCCCC1 | 6% | 1.1 | 2% | -1.7% | . | . | 5% | 4 | -11 | 3% | -0.2%
CC(C)Cc1ccc(S(=O)(=O)NCC2CCCO2)cc1 (stereo not given) | 6% | . | 4% | . | i | 0.8 | . | . | . | . | 20%
O=C(COc1ccc(S(=O)(=O)NCCc2ccccc2)cc1)N1CCCC1 | 0% | 1.1 | -3% | -0.9% | i | 0.8 | 3% | -7 | -4 | 1% | 1.6%
CCN1CCN(c2oc(/C=C/c3ccccc3)nc2C#N)CC1 | 5% | . | -4% | . | i | 0.6 | . | . | . | . | 0.9%
COc1ccc(CC(=O)Nc2cccc(/C(C)=N/NC(=O)C3(C)CC3(Br)Br)c2)cc1 (stereo not given) | 9% | . | 9% | . | i | 1.3 | . | . | . | . | ?
CC1CCCN(C2=C(Cl)C(=O)N(c3cccc(Cl)c3)C2=O)C1 (stereo not given) | 4% | 1.1 | 1% | -11% | i | 0.7 | -10% | 16 | -12 | -9% | 0.6%
O=c1c2ccccc2nnn1CSc1nnc2ccccn12 | 10% | 1.1 | 5% | -3.7% | i | 0.8 | 0% | 8 | 2 | -3% | 2.0%
CCOC(=O)N1CCN(CCC(=O)Nc2cccc(Cl)c2C)CC1 | -1% | . | 3% | . | i | 0.3 | . | . | . | . | 2.8%
O=S(=O)(c1ccc2c(c1)N(Cc1ccc(Cl)cc1)C1CCCN21)N1CCOCC1 (stereo not given) | 7% | 1.1 | 4% | -5.3% | i | 0.3 | 2% | -5 | 15 | 7% | 2.4%
Fc1ccc(NC(=S)NCCN2CCOCC2)cc1 | 3% | 1 | 2% | -4.0% | i | 0.2 | . | -6 | 8 | . | -0.8%

As a working copy, part of the list above.
SMILES | Salmonella PhoP GFP | TNAP activation fold | SIAH1 antagonists | XIAP antagonists | Myeloid diff 2 | Myeloid diff 2 GFP+ MAC1+ % | human PMI inhibition | WT yeast gro inh | WT yeast gro inh mutant strain | PMI inhibition | RSV antiviral HEp-2
CCOC(=O)N1CCN(CCC(=O)Nc2cccc(Cl)c2C)CC1 | -1% | . | 3% | . | i | 0.3 | . | . | . | . | 2.8%
O=S(=O)(c1ccc2c(c1)N(Cc1ccc(Cl)cc1)C1CCCN21)N1CCOCC1 (stereo not given) | 7% | 1.1 | 4% | -5.3% | i | 0.3 | 2% | -5 | 15 | 7% | 2.4%
Fc1ccc(NC(=S)NCCN2CCOCC2)cc1 | 3% | 1 | 2% | -4.0% | i | 0.2 | . | -6 | 8 | . | -0.8%

Random draw from the library; about 3.1% have a hit in one of these screens.
